# Source: PubChem
# AmpC det inh = inhibitors of E. coli AmpC beta-lactamase with detergent; P00811; hit rate 0.09% among 71,000; purified AmpC, nitrocefin hydrolysis with detergent; Potency, µM (highest dose often 28.7 µM), without a hit: top-dose activity change, negative = inhibition; AID 584; active = well fitted curve in the direction sought with a large enough effect
# Target sequence (P00811 whole entry, looked up): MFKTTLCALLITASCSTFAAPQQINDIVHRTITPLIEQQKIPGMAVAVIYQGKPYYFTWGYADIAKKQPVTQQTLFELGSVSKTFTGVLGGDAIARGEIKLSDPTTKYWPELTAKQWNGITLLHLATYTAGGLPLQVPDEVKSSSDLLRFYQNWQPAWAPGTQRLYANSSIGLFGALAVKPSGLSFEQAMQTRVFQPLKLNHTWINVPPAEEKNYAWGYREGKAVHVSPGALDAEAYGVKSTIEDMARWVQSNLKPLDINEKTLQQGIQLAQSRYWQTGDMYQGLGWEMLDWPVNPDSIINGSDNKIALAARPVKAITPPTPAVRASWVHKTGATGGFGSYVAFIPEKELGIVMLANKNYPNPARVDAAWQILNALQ
#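 E. coli AmpC (5.3 nM) in 20 mM phosphate pH 7.0 with 0.01% Triton X-100, preincubated 15 min RT with compound; nitrocefin (2 uL of 800 uM stock) hydrolysis followed by 480 nm absorbance every 20 s over 4 min.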
# Active calls of the source: *; [ ] = another dose, or the depositor's remark. % is set by controls: 0 for no effect and ±100 for the full control effect; potency is the fitted concentration of half-maximal effect. A portion of the library, so the mix of outcomes need not match the whole.
SMILES,AmpC det inh
CCOC(=O)N1CCN(C(=O)c2cn(-c3ccc(C)c(C)c3)c(=O)c3ccccc23)CC1,-1.1%
Cc1ncc(C23CC4CC(CC(C4)C2)C3)[nH]1,6.7%
O=C(NCc1ccco1)C(c1cccs1)N(Cc1ccccc1)C(=O)Cn1nnc2ccccc21 (configuration not stated),-0.2%
CCOC(=O)Cn1c(=O)oc2cc(S(=O)(=O)NCc3ccccn3)ccc21,11.9%
CCC(C)NS(=O)(=O)c1ccc(NS(C)(=O)=O)cc1 (configuration not stated),-2.6%
Cn1cc(-c2nc3cnc(Oc4cccc(Cl)c4)nc3n(C3CC3)c2=O)c2ccccc21,8.2%
COC(=O)/C(=C1/Oc2cc3c(cc2S1)OCO3)C(F)(F)F,-5.1%
O=C(CSc1nccc(=O)[nH]1)N1CCCc2ccccc21,-5.1%
Cc1ccc(CSC2=NCCN2C(=O)c2ccco2)cc1,5.9%
O=C(C[n+]1ccc2ccccc2c1)c1ccc2ccc3ccccc3c2c1,-3.5%[5.75 µM]
O=C(CSc1nnc(-c2ccncc2)n1Cc1ccco1)Nc1ccccc1Cl,-3.4%
COc1ccc(N(C)C(=O)CCC(=O)Nc2ccc3nc(N4CCOCC4)cc(C)c3c2)c(OC)c1,-5.8%
CCOc1ccccc1N1C(=O)c2ccc(C(=O)Nc3cccnc3)cc2C1=O,8.8%
CCn1c(C)c2c(C)nnc(C)c2c1C,5.1%
CC(=O)c1c(C)[nH]c(C(=O)OC2CCOC2=O)c1C (configuration not stated),7.8%
CCOC(=O)c1cccc(NC(=O)CSc2nnc(-c3ccncc3)n2CCCOC)c1,0.1%
Cc1ccc(S(=O)(=O)NC(=NCC(=O)O)c2ccccc2)cc1,-1.1%
Cn1c(N)c(C(=O)COC(=O)Cn2cc(C(F)(F)F)ccc2=O)c(=O)n(C)c1=O,1.2%
CCBr,9.2%
CN1CCN(CC(C)(C)NS(=O)(=O)c2ccc(Cl)cc2)CC1,9.6%
CC(OC(=O)c1cccs1)C(=O)NCC1CCCO1 (configuration not stated),-1.0%
CC1(C)Cc2nc3n[nH]c(N)c3cc2CO1,-4.5%
COC(=O)c1ccc(CSc2nnc3ccccn23)o1,-2.3%
O=C(Oc1ccccc1)c1ccc(COC(=O)c2cnccn2)cc1,-6.1%
c1ccc2sc(SCCSc3nc4ccccc4s3)nc2c1,-0.7%[5.75 µM]
CCCCN(c1ccccc1)S(=O)(=O)c1ccc2c(c1)CCN2C(=O)CCC(=O)O,3.1%
O=C(NCC1CCCO1)c1cc2ccccc2[nH]1 (configuration not stated),-0.3%
NS(=O)(=O)c1cccc2c1c([N+](=O)[O-])cc1[nH]c(=O)c(=O)[nH]c12,-2.7%
CS(=O)(=O)N1CCC2(CC1)CN(Cc1ccc(C#N)cc1)C2,0.3%
CC1CCC(NC(=O)CN2C(=O)C3CCCN3c3ncc(Cl)cc32)CC1 (configuration not stated),-10.0%
CCCCS(=O)CC(CS(=O)CCCC)OC(=O)c1ccccc1 (configuration not stated),7.5%
Cc1c(C(=O)O)oc2c1C(O)CC(C)(C)C2 (configuration not stated),12.4%
O=c1[nH]c(SCc2n[nH]c(=S)n2-c2ccccc2)nc2ccccc12,-8.0%
CC1CN(S(=O)(=O)c2cn(C)c(=O)n(C)c2=O)CC(C)O1 (configuration not stated),5.8%
O=C1c2[nH]nc(-c3ccccc3O)c2C(c2cccc(Cl)c2)N1Cc1ccco1 (configuration not stated),-2.1%
Cc1ccc2c(c1)-c1c(cnn1CC(=O)N(CCC#N)c1ccccc1)CO2,8.2%
O=C(c1ccccc1Cl)N1CCCC(c2nc3c(nnn3Cc3ccccc3)c(=O)[nH]2)C1 (configuration not stated),-2.2%
CCCN(CCC)C(=O)c1ccc2c(c1)N(Cc1ccccc1)C(=O)CS2=O (configuration not stated),2.7%
COc1ccc(C(N)CCc2ccc(C)o2)cc1 (configuration not stated),-3.1%
Cc1nc2cc(NC(=O)N3c4ccccc4CC3C)ccc2o1 (configuration not stated),-1.3%
COc1cccc(NC(=O)COC(=O)c2cccnc2)c1,-3.8%
COc1ccc2nc3cc(Cl)ccc3c(Nc3ccc(O)c(CN4CCN(C)CC4)c3)c2c1,-3.2%[5.75 µM]
CCOC(=O)CSc1nc2cc(OCC)ccc2cc1C#N,-2.3%
CC(C)N=C1SCC(C)(/C=N/O)S1 (configuration not stated),-2.2%
C=CCNC(=O)c1ccccc1NC(=O)c1ccccc1,-8.7%
Cc1ccc(S(=O)(=O)c2n[nH]n3c2nc(=O)c2ccccc23)cc1,-1.4%
Cc1[nH]nc2c1C1(CCC(c3ccccc3)CC1)C(C#N)=C(N)O2 (configuration not stated),-1.6%
O=C(O)c1ccc2c(c1)C(=O)N(Cc1ccccc1)C2=O,-5.1%
COc1cc(OC)c(OC)cc1CNc1cc(C)ccc1OC,4.9%
O=C(CSc1nnc(-c2cccs2)o1)c1cccs1,1.1%

# Among those listed so far, these have a cyano group:
SMILES,AmpC det inh
CS(=O)(=O)N1CCC2(CC1)CN(Cc1ccc(C#N)cc1)C2,0.3%
Cc1ccc2c(c1)-c1c(cnn1CC(=O)N(CCC#N)c1ccccc1)CO2,8.2%
CCOC(=O)CSc1nc2cc(OCC)ccc2cc1C#N,-2.3%
Cc1[nH]nc2c1C1(CCC(c3ccccc3)CC1)C(C#N)=C(N)O2 (configuration not stated),-1.6%

# The main list resumes, starting three compounds before the break.
SMILES,AmpC det inh
O=C(O)c1ccc2c(c1)C(=O)N(Cc1ccccc1)C2=O,-5.1%
COc1cc(OC)c(OC)cc1CNc1cc(C)ccc1OC,4.9%
O=C(CSc1nnc(-c2cccs2)o1)c1cccs1,1.1%
CN(C)S(=O)(=O)NC(c1ccccc1)c1ccccc1,20.5%
Cc1cccc(N2CCN(C(=O)Cn3sc4nc(C)cc(C)c4c3=O)CC2C)c1 (configuration not stated),12.0%
Cc1occc1C(=O)NC(C)C1CCCO1 (configuration not stated),-1.4%
CCN1CCN(C(=O)C2CCN(S(=O)(=O)c3cccc4cccnc34)CC2)CC1,3.0%
Cc1ccc(C(=O)CSc2nnc(COc3cc(C)cc(C)c3)o2)cc1,-2.5%
COc1cc(NC(=O)c2cc(-c3cccs3)on2)cc(OC)c1OC,-4.8%
CCc1nc(NCCc2ccccn2)c2nnn(Cc3ccccc3F)c2n1,2.4%
NCCCP(=O)(O)CC1CCCCC1,-4.3%
CCOC(=O)c1c(NC(=O)c2cccs2)sc(C)c1CC,12.7%
COc1cccc(-c2nc(NCc3cnc(C)cn3)c3ccccc3n2)c1,-22.6%
Nc1nnc(SCCN2C(=O)c3ccccc3S2(=O)=O)s1,-3.5%
CN(C)/C=N/c1ncnc2c1cnn2-c1ccc(C(F)(F)F)cn1,-1.3%
CC(C)(C)NC(=O)Nc1ccc2nccnc2c1,-1.7%
COc1ccccc1N1CCN(C(=O)c2cc3c(=O)n(C)c4ccccc4c3n2C)CC1,13.9%
COc1ccc(S(=O)(=O)N(Cc2cc3ccc(OC)cc3[nH]c2=O)CC2COCCO2)cc1 (configuration not stated),-3.0%
O=C(O)CC(c1ccc(Cl)cc1)N1C(=O)CCC1=O (configuration not stated),-3.5%
Cc1nn2c(=O)cc(CSc3nc4ccccc4[nH]3)nc2s1,13.1%
COc1ccc(C2=NO[C@@H]3C(=O)N(c4ccc(C)cc4C)C(=O)[C@H]23)cc1OC,-4.8%
CCOC(=O)c1ccc(NC(=O)C2CCCN(S(=O)(=O)c3cnc[nH]3)C2)cc1 (configuration not stated),4.6%
CN1C(=O)CC(N2CCN(C(=O)CN3CCCC3)CC2)C1=O (configuration not stated),-2.0%
COc1ccc(-c2nc(CSCC(=O)NCc3ccco3)c(C)o2)cc1,-7.7%
CCCOc1ccc(N2CC(C(=O)Nc3ccc4c(c3)OCO4)CC2=O)cc1 (configuration not stated),8.5%
Cc1nc(P(=O)(c2ccccc2)c2ccccc2)c(N2CCOCC2)o1,7.8%
O=C1CCCN1c1ccc(CNS(=O)(=O)c2ccc(F)cc2)cc1,-2.3%
COc1ccc(OC)c(S(=O)(=O)N2CCC(C(=O)NC(C)c3ccccc3)CC2)c1 (configuration not stated),-2.6%
O=S(=O)(Nc1nc2ccccc2[nH]1)c1ccc(Cl)cc1,8.9%
CCc1nnc(NC(=O)c2ccc(S(=O)(=O)N(CC(C)C)CC(C)C)cc2)o1,-3.3%
CCN(CC)c1ccc(NC(=O)c2cc3ccccc3o2)c(C)c1,-4.1%
N#CCBr,8.0%
O=C(COc1ncnc2ccccc12)NCCC1=CCCCC1,-0.6%

# Seven compounds picked at random from the list so far:
SMILES,AmpC det inh
COc1ccc(OC)c(S(=O)(=O)N2CCC(C(=O)NC(C)c3ccccc3)CC2)c1 (configuration not stated),-2.6%
CCN(CC)c1ccc(NC(=O)c2cc3ccccc3o2)c(C)c1,-4.1%
O=S(=O)(Nc1nc2ccccc2[nH]1)c1ccc(Cl)cc1,8.9%
COc1ccc(-c2nc(CSCC(=O)NCc3ccco3)c(C)o2)cc1,-7.7%
O=C(COc1ncnc2ccccc12)NCCC1=CCCCC1,-0.6%
N#CCBr,8.0%
O=C1CCCN1c1ccc(CNS(=O)(=O)c2ccc(F)cc2)cc1,-2.3%

# Later entries:
SMILES,AmpC det inh
COc1ccc(C2=NO[C@@H]3C(=O)N(c4ccc5c(c4)OCCO5)C(=O)[C@H]23)cc1OC,-3.6%
O=C(c1cccn2c(=O)c3cc(Br)ccc3nc12)N1CCN(c2ccccn2)CC1,-1.2%
COC(=O)c1[nH]c2ccc(Br)cc2c1NC(=O)C(C)N1CCN(C2CCCCC2)CC1 (configuration not stated),12.4%
Cc1nnc2c3cnn(-c4ccc(Cl)cc4)c3ncn12,-3.4%
CC1CCCCN1C(=O)Cc1ccc(F)cc1 (configuration not stated),-2.0%
Cc1nc2ccc(NC(=O)N3CCN(c4ccccn4)CC3)cc2s1,-6.1%
COc1cccc(C(=O)N2CCN(C(=O)c3cccc4ccccc34)CC2)c1OC,6.0%
O=c1ccnc(SCc2ccccc2Cl)[nH]1,-4.0%
COc1ccccc1-n1cnnc1SCC(=O)N1CCN(S(=O)(=O)c2ccccc2)CC1,-2.5%
O=S(=O)(NCc1ccc2c(c1)OCO2)c1ccc2c(c1)oc1ccccc12,-3.6%
CCN(CC)C(=O)CSc1nnc([C@H](Cc2c[nH]c3ccccc23)NC(=O)OC(C)(C)C)o1,0.6%
CCCN1C(=O)c2ccc(C(=O)NC3=NCCS3)cc2C1=O,-0.8%
CC(c1ccccc1)n1cc(C(=O)NCC2CCCO2)nn1 (configuration not stated),7.8%
Cc1ccccc1-n1c(SC(C)C(N)=O)nnc1-c1cccnc1 (configuration not stated),-4.9%
CSc1ccc(S(=O)(=O)Nc2ccc(F)cc2)cc1,-5.5%
CCCn1c(-c2ccc(F)cc2)nc2c(N3CCN(CCC(=O)OCC)CC3)nc(C)nc21,13.7%
O=C(NC12CC3CC(CC(C3)C1)C2)N1CCCC(CO)C1 (configuration not stated),-4.1%
N#Cc1c(-c2ccco2)cc(-c2cccnc2)nc1N,-2.7%
CS(=O)(=O)N1CCN(C(=O)c2ccc(F)cc2)CC1,-5.3%
COc1cccc(-c2cncnc2NCc2cccs2)c1,4.2%
Cc1ccc(NC(=O)c2cc(NC(=O)c3ccco3)ccc2N2CCOCC2)cc1,-5.7%
CCOC(=O)N1CCN(C(=O)CSc2ncnc3ccccc23)CC1,11.1%
c1ccc(COc2ccc(CNn3cnnc3)cc2)cc1,-5.2%
Cc1csc2ncc(C(=O)Nc3ccc4c(c3)OCCO4)c(=O)n12,11.8%
C=CCn1c(SCc2ccc(C(=O)OC)cc2)nnc1-c1sc(N)nc1C,-4.6%
Cc1nc(NC2=NCN(CCN3CCOCC3)CN2)nc2c(C)cccc12,-2.1%
CCN(CC)CCN1C(=O)c2ccccc2NC1c1cccc(F)c1 (configuration not stated),7.3%
O=C(Nc1ccccc1F)c1cc(S(=O)(=O)N2CCCCC2)cs1,-3.8%
CCN(CC)S(=O)(=O)c1ccc2c(c1)c(=O)c(C(=O)N1CCN(c3ccccc3)CC1)cn2C,-2.8%
O=C(c1ccco1)N1CCN(C(=O)c2cc(-c3ccncc3)nc3ccc(Br)cc23)CC1,-5.4%
O=C(CC(Sc1ccccc1)c1cccs1)c1ccco1 (configuration not stated),-2.8%
CCOC(=O)c1c(N)n(Cc2ccc(OC)cc2)c2nc3ccccc3nc12,-5.7%
CC(=O)c1c(C)[nH]c(C(=O)NCCc2cccc(C)c2)c1C,-3.4%
CCCCCCCCCCCCCCSCC(=O)O,-3.5%
O=C(c1ccccc1)c1cccn1CC(=O)N1CCN(c2ccccc2)CC1,10.8%
C/C(N)=C(/C#N)C(=O)CSc1nc(C2CCCCC2)n(-c2ccccc2)n1,-0.1%
CCCCCSc1nc2c(c(=O)[nH]c(=O)n2C)n1C(C)C,10.2%
Cc1ccc(CNC(=O)C2CC(=O)OC23CCCC3)c(C)c1 (configuration not stated),-2.6%
COc1cccc(N2CC(C(=O)OC(C)C(=O)c3ccccc3)CC2=O)c1 (configuration not stated),-3.4%
COc1cccc(/C=C/c2ccncc2)c1OC,-0.9%
COc1ccc(OC)c(S(=O)(=O)N2CCCCC2C(=O)N2CCN(c3ccccn3)CC2)c1 (configuration not stated),13.3%
Cn1c(=O)cc(OCC(=O)N2CCC3(CC2)OCCO3)c2ccccc21,-5.0%
COC(=O)[C@@]1(Cc2ccc(F)cc2)[C@H]2c3cc(C(=O)N(C)C)n(Cc4ccc(O)c(OC)c4)c3C[C@H]2CN1C(=O)c1ccccc1,0.5%
